Assay outcomes: PubChem BioAssay, several laboratories
OXTR agonist: human OXTR agonism. activation, % at 3 µM. hit rate 0.32% among 320,000. AID 2435. CHO-OTR cells, Fluo-8 calcium fluorescence; normalized: DMSO 0%, oxytocin 100%;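 active = activation above the mean of all tested compounds plus 3 SD, cutoff set per screening run, cut at about 20% in these data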;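 also: peak over basal fluorescence ratio from a 100 s FLIPR kinetic read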
Target sequence (P30559 whole entry, looked up): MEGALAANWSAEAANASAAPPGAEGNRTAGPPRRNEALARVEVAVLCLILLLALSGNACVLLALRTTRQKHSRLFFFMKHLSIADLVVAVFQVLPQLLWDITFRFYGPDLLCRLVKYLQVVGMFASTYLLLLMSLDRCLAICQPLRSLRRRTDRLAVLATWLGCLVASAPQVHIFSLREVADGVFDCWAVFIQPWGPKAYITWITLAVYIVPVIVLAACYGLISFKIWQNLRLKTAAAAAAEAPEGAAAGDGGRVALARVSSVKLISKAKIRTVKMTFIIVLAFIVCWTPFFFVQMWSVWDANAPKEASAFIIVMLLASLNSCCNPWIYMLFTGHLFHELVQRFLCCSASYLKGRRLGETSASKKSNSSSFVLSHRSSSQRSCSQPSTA
GPR7 antag: human neuropeptides B/W receptor 1 antagonism. P48145. inhibition, % at 4.4 µM. GPR7-expressing cells, fluorescence antagonist assay. hit rate 1.1% among 290,000; in the data active = inhibition above about 16%, passing the limit was not always enough;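 also: cells stimulated with the agonist NPW; 0% = agonist with vehicle and 100% = vehicle without agonist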
OXTR potentiate: potentiates the human oxytocin receptor response; P30559; CHO-OTR cells, Fluo-8 calcium fluorescence, potentiator mode; 0% = oxytocin EC15, 100% = EC100; activation, % at 3 µM; hit rate 0.061% among 320,000;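 active = activation above that plate's cutoff, the mean activation of tested compounds plus 3 SD, cut at about 6.6% in these data, passing the limit was not always enough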;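 also: 100% uses oxytocin at 75 nM as the full agonist control; some results filed as inactive read as strong as hits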
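Replication – single well per compound, singlicate · Assay system – CHO cell line stably expressing human OTR · Timing – 6 min pre-incubation, 100 s read · Measure – normalized max/min fluorescence ratio, % activation · Doses – 3.0 µM, one dose · Detection – Fluo-8 calcium dye fluorescence · Probe or stimulus – oxytocin near EC15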
NALP1 yeast inh: blocks the NALP1 inflammasome reconstituted in yeast; S. cerevisiae NALP1/ASC/caspase-1 growth, X-gal OD620, 72 h; inhibition, % at 10 µM; hit rate 0.61% among 280,000; in the data active = inhibition mostly above about 24%, no sharp cut-off; inactive = mostly below about 32%; also: some compounds called inactive have numbers as strong as hits
M18AAP inhibitor: blocks P. falciparum M18 aspartyl aminopeptidase. inhibition, % at 7.35 µM. hit rate 1.2% among 290,000. recombinant PfM18AAP, H-Glu-NHMec fluorogenic cleavage. AID 1822;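 active = inhibition above the campaign mean inhibition over all tested compounds plus 3 SD, cut at about 28% in these data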;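 also: 0% = plate median of test compound wells and 100% = 2 mM ZnCl2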
V1aR counter: counter-screen for oxytocin receptor agonists: human V1a receptor agonists; P37288; CHO-V1R cells, Fluo-8 calcium fluorescence, agonist mode; 0% DMSO, 100% 3 nM vasopressin; activation, % at 3 µM; hit rate 0.25% among 320,000; AID 2797;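 active = activation above the mean activation of all tested compounds plus 3 SD, per screening run, cut at about 20% in these data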;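 also: signal is peak over basal fluorescence ratio across a 100 second FLIPR read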
Target sequence (P37288 whole entry, looked up): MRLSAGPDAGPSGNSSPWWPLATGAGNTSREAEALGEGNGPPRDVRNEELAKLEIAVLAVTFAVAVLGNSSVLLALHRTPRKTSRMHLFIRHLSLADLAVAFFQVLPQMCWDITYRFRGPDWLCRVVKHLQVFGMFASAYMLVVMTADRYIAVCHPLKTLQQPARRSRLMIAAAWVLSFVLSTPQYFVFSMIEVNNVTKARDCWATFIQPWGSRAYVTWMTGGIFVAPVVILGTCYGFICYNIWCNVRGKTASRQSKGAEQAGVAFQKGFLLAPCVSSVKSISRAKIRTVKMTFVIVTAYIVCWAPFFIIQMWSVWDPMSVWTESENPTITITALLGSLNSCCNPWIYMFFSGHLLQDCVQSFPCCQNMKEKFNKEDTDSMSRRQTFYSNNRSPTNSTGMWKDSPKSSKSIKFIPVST
MEKK2 mut-MEK5: signal of MEK5 binding to mutant human MEKK2 PB1 domain | hit rate 0.35% among 290,000 | percent response, % at 10 µM | AID 1530 | bead flow cytometry, Alexa488-MEK5 binding to MEKK2 mutant; in the data active = percent response above about 24%, passing the limit was not always enough; also: inactives centre near 1; some results filed as inactive read as strong as hits
GalR3 antag: human GalR3 antagonism; HEK293 GalR3-CNG cAMP membrane potential fluorescence; galR3 body fused to GalR1 C-terminus; inhibition, % at 3 µM; hit rate 0.44% among 360,000; AID 651719;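 active = inhibition above the screen-wide average plus 3 SD, cut at about 13% in these data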;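 also: forskolin and galanin both at EC90 stimulate the cells; cAMP rise reported by CNG channel membrane potential dye signal; 0% = forskolin plus galanin with DMSO and 100% = forskolin alone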
Target sequence (O60755 1-299 limits assumed): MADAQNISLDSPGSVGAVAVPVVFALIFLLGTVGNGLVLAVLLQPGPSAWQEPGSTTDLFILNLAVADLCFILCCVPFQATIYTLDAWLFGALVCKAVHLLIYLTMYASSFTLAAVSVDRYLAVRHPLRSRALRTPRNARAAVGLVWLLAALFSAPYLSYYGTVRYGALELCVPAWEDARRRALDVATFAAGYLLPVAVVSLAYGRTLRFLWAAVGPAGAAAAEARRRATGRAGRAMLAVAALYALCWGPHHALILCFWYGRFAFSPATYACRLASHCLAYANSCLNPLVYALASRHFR
MEKK2wt PB1 HTS: raises or lowers MEK5 binding to wildtype human MEKK2 PB1 domain. bead flow cytometry, Alexa488-MEK5 binding to MEKK2 WT; actives lie on both sides. binding response (% of control), % at 10 µM. hit rate 1.1% among 290,000; in the data active = binding response below about 67% or above about 130%
* hit, by the source's call; x = no result given. Rows are unselected (roughly 4.1% active in at least one column).

SMILES	OXTR agonist	GPR7 antag	OXTR potentiate	NALP1 yeast inh	M18AAP inhibitor	V1aR counter	MEKK2 mut-MEK5	GalR3 antag	MEKK2wt PB1 HTS
Cc1ccc(N=N/C(=C\O)C(=O)c2ccc(Cl)cc2)cc1	-2.4	-11	-20	14	-14	-0.3	-1	-3	101
CCOC(=O)c1ccc(Nc2nc(=O)c3cccnc3s2)cc1	0.2	-4	0	-11	0	-0.1	-3	-6	89
CCOCCCNC(=O)C(c1ccccc1)N(Cc1cccs1)C(=O)CNC(=O)c1ccccc1 (stereo unspecified)	-0.8	8	-9	16	0	0.6	-1	-3	102
Cc1cc(C)c(S(=O)(=O)C(C)C)c(=O)[nH]1	0.4	-18	-3	-16	-2	1.2	1	-3	100
COc1ccccc1CN1CN(S(=O)(=O)c2ccccc2)c2nc3ccccc3nc21	-0.3	-4	-3	-7	-5	0.9	-13	4	93
COc1ccc(/C=N/NC(=O)CNC(=O)c2ccncc2)cc1OC	1.1	-13	-3	25	-14	0.4	-4	-5	93
CC(C)Cc1ccc(CN2CCCC(NC(=O)CCN3CCCCC3=O)C2)cc1 (stereo unspecified)	1.2	-9	-8	28	-8	0.2	5	1	116
CN(C)c1cc(N/N=C/c2ccc(Cl)cc2)nc(N(C)C)n1	x	-8	x	5	12	x	0	-7	109
C=CCSc1nnc2c(n1)OC=Nc1ccccc1-2	-0.6	0	-9	10	3	0.7	4	3	99
COc1ccc(/C=C(/NC(=O)c2ccco2)C(=O)N2CCc3ccccc32)cc1OC	0.0	-8	-12	x	-1	-0.1	1	-2	103
N#C/C(=C\c1ccc(F)c(Br)c1)C(=O)NC1CC1	-0.1	6	2	2	14	1.6	7	-4	110
O=[n+]1c2c(n([O-])c3cc(F)c(N4CCCC4)cc31)CCC2	6.5	6	-3	x	8	6.8	-2	-4	96
O=C(/C=C/c1ccc(O)cc1)c1c(O)cc(O)cc1O	2.9	x	-3	-12	x	1.9	6	-5	108
Cc1ccc(C)c(S(=O)(=O)N2CCCOC2CNC(=O)C(=O)NCc2ccccc2)c1 (stereo unspecified)	-0.2	-8	-11	4	3	3.5	9	2	107
N#CCCN(C(=O)CN1c2cccc3cccc(c23)S1(=O)=O)c1ccccc1	3.9	x	-7	x	x	3.1	x	-2	x
COc1cc(NS(=O)(=O)c2c(C)oc3c(F)c(F)c(F)c(F)c23)cc(OC)c1OC	-0.9	-18	-12	1	2	0.6	-7	-4	94
CCOC(=O)C(C)Sc1nc(N2CCOCC2)c2c(c1C#N)CC(C)(C)OC2 (stereo unspecified)	-2.7	x	3	x	x	0.1	x	2	x
O=C(Nc1cc(Cl)ccc1Cl)c1cc(-c2ccco2)on1	-0.4	-5	-3	9	3	2.9	-6	-8	99
COc1ccc(C2CC(c3ccccc3)=NN2C(=O)COC(=O)/C=C/c2ccc(O)c(OC)c2)cc1 (stereo unspecified)	0.7	3	-3	12	6	1.6	-18	-7	83
CCN1CCCC1CNC(=O)Cn1cnc2ccc(S(=O)(=O)N3CCC(C)CC3)cc2c1=O (stereo unspecified)	0.4	-2	-4	31	-7	1.5	3	2	102
O=C(NNS(=O)(=O)c1ccccc1)c1cccc([N+](=O)[O-])c1	0.3	-10	-12	20	19	0.3	1	-11	102
CC(=O)Nc1ccc(-n2c(C)nc(=O)c(-c3ccccc3)c2C)cc1	0.4	-9	-11	23	6	-0.2	10	0	118
Cc1ccn2c(C(=O)CSc3ccccc3Cl)c(C)nc2c1	-0.8	-16	-10	28	-10	-0.7	5	3	98
Cc1nn(-c2ccc(F)cc2)c(C)c1/C=C/C(=O)N1CCNC(=O)C1	0.7	-7	-6	1	-5	0.9	-9	1	91
CC1(C)CCC[C@]2(C)[C@H]3Cc4cc(O)ccc4O[C@]3(C)CC[C@@H]12	-1.5	x	3	x	x	0.1	x	-4	x
S=C(NCc1ccccn1)Nc1cccc(Cl)c1	1.7	3	3	10	30*	1.3	4	-4	102
COc1ccc(OC)c(NC(=O)CCNS(=O)(=O)c2cccs2)c1	-0.6	-6	0	6	-17	-0.9	3	-1	96
O=C(NC(=S)Nc1ccc(N2CCOCC2)cc1)c1ccco1	-0.8	-7	-16	5	-5	0.3	-2	3	99
c1coc(Cn2nnnc2CN2CCN(C3CCCCC3)CC2)c1	-1.1	2	-12	-2	-3	-0.1	0	-1	101
CSC1=N/C(=C\c2cccnc2)C(=O)N1c1ccccc1	-0.8	3	-7	45	-2	2.9	6	0	93
CC1(C)CC(=O)C2=C(C1)Oc1ncn(CCCO)c(=N)c1C2c1ccccc1 (stereo unspecified)	-0.3	-7	-3	36	-3	-0.4	-3	-1	95
CN1C(=O)C(=C2CCCCCC2)SC1=S	-1.3	31*	-9	2	8	-1.0	2	-5	104
O=C(COC(=O)/C=C/c1ccc(OC(F)F)cc1)NC1CCCCCCC1	-0.6	x	-1	x	x	0.2	x	-2	x
Cn1nc(C(F)(F)F)cc1C(=O)NC1CCCCCC1	-3.2	-7	1	-6	0	-1.9	0	x	98
COc1ccc(-c2noc(-c3ccco3)n2)cc1OC	-1.5	-18	5	14	4	-1.0	3	-4	106
CCOC(=O)N1C(=O)[C@@](CC)(c2ccccc2)N1C(=O)OCC	0.7	10	-3	13	-20	0.0	-7	-2	97
O=C(Nc1ccccc1Cl)C1CCN(Cc2cnn(-c3ccccc3)c2-n2cccc2)CC1	1.6	-7	-16	4	-1	5.2	-4	-5	104
CN(CC(=O)Nc1c(Cl)cccc1Cl)C(=O)C1CCN(C(=O)Nc2ccccc2)CC1	-0.2	x	3	x	x	0.7	x	-1	x
Cc1cccc(NC(=S)NCc2ccc(F)cc2)c1C	-0.9	-4	3	-1	7	-0.4	4	-6	103
C/C(=N\NC(=O)CC#N)C1COc2ccccc2O1 (stereo unspecified)	1.1	-10	-6	2	29*	1.8	-9	0	96
Cc1cccc(OCC(=O)N/N=C/c2ccccc2C(=O)O)c1	0.4	1	-3	2	7	1.8	1	0	114
Cc1sc(NC(=O)CCC(=O)O)c(C#N)c1C	-1.3	-8	-16	15	16	-1.0	-1	-2	113
COc1ccc2nc(SC)c(C#N)cc2c1	0.3	-14	6	-6	3	1.4	0	-5	97
COCCN1CCc2c(C)nc3c(-c4ccc(OC)c(OC)c4)cnn3c21	-2.1	-13	-5	7	-3	-0.2	-9	-1	93
CCOc1ccc(-c2nn3c(-c4ccccc4)nnc3s2)cc1	-0.3	-12	-1	33	4	-0.1	2	-5	100
O=C1OC(N2CCN(C(=O)c3ccco3)CC2)c2ccccc21 (stereo unspecified)	0.1	-12	-4	14	2	0.4	-3	2	96
COC1CCCCC1NS(=O)(=O)c1ccc(Cl)cc1 (stereo unspecified)	-1.4	-5	0	17	-7	-1.2	7	4	107
CC(C)(O)C#Cc1ccc(C(=O)NC(CCCNC(N)=O)C(=O)O)s1 (stereo unspecified)	0.9	-10	4	2	4	-0.8	-9	3	81
O=C(Cn1nc(Br)nc1Br)c1ccccc1	-0.1	10	-10	5	-1	0.3	3	-1	100
O=C(Cc1c(Cl)cccc1Cl)OCc1ccccn1	-0.6	-9	-1	-3	2	-0.8	9	-10	110
COc1ccc(NC(=O)Nc2ccccc2C(N)=O)cc1	0.0	8	-2	1	-13	0.4	1	-5	103
COc1cccc(CNC(=O)c2ccc(NS(=O)(=O)c3ccc4[nH]c(=O)[nH]c4c3)cc2)c1	1.7	x	-2	x	x	-0.2	x	3	x
COc1cccc(C(=O)NNC(=O)CCc2ccccc2)c1	0.4	-4	-6	-21	2	0.0	3	-4	101
O=C(NC(=S)Nc1cccc(CO)c1)c1ccc(-c2ccccc2)cc1	-0.6	-5	-4	14	-3	1.8	-3	-6	95
CN(CC12CC3CC(CC(C3)C1)C2)C(=O)c1ccco1	-1.6	-10	-1	13	-7	-1.2	8	-3	107
CC(=O)Nc1nc2c(ncn2COCCOC(C)=O)c(=O)[nH]1	x	-11	x	15	0	x	5	x	106
CCOC(=O)CC(=O)Nc1ccc(C(=O)OCC)cc1	-0.1	-3	-16	6	1	2.3	-4	2	100
CSc1nc(-c2ccccc2)c2cc(Cl)ccc2n1	-1.4	6	-2	10	-1	-0.7	-1	-4	99
COc1ccccc1CN1C[C@@H]2C[C@@H](C3=Cc4cccc(OC)c4OC3)N3CCC[C@@]23C1=O	-0.4	-17	-12	8	2	0.4	2	-1	97
O=C(COC(=O)Cc1ccsc1)Nc1cccc(F)c1	-0.4	x	-3	x	x	0.1	x	-5	x
Going on with the list.
SMILES	OXTR agonist	GPR7 antag	OXTR potentiate	NALP1 yeast inh	M18AAP inhibitor	V1aR counter	MEKK2 mut-MEK5	GalR3 antag	MEKK2wt PB1 HTS
CC(=O)/C(=N\Nc1ccccc1)Sc1nncn1C	-1.5	-6	-2	28	16	-0.2	1	-3	100
COc1ccc(Cc2nc3ccc(C(=O)N4CCCC4)cc3o2)cc1OC	3.3	12	-5	17	4	6.5	1	-8	105
O=c1/c(=C\c2cccc(O)c2)sc2nc(-c3ccccc3)c(-c3ccccc3)n12	-0.3	-8	-4	x	-1	-1.1	-22	1	75
COc1ccc(OC)c(NC(=O)C2CCC(CNc3c(N4CCC(C)CC4)c(=O)c3=O)CC2)c1 (stereo unspecified)	-0.5	-8	-3	-14	-2	-0.3	-8	3	94
CC(C)[C@H](NC(=O)c1ccccc1)C(=O)OCC(=O)c1ccc2c(c1)NC(=O)CO2	0.5	7	4	-15	2	-0.2	-2	-3	97
NS(=O)(=O)c1ccc(NC(=S)NCc2ccc(F)cc2)cc1	0.4	10	-2	10	7	0.5	-1	-6	105
O=C(Cn1cc(S(=O)(=O)Cc2ccc([N+](=O)[O-])cc2)c2ccccc21)N1CCOCC1	0.1	-6	0	18	15	1.1	4	0	104
O=C(N/N=C/c1c[nH]c2ccccc12)C1CC1(c1ccccc1)c1ccccc1 (stereo unspecified)	3.9	-8	-8	20	-8	2.3	10	-6	120
CCOc1ccc(/C=C2\SC(=S)N(CCC(=O)Nc3ccccc3C(=O)O)C2=O)cc1	-1.8	-9	-10	3	-2	0.9	9	-10	105
COC(=O)c1cccc(NC(=O)c2ccc3c(c2)C(=O)N(Cc2cccnc2)C3=O)c1	2.4	-12	-11	15	-6	5.1	8	-4	109
O=C1N=C(N2CCN(c3ccccc3)CC2)SC1Cc1ccccc1 (stereo unspecified)	4.1	3	-6	40*	-2	2.6	0	0	99
CC1(/[N+]([O-])=C/c2ccc(Cl)cc2Cl)CCCCC1=O (stereo unspecified)	-2.7	-9	-6	13	9	-0.2	-3	-2	96
COc1cc(OC)cc(C(=O)NC(=S)Nc2ccc3oc(=O)ccc3c2)c1	-0.6	-13	2	7	5	-0.1	3	2	102

Pulled one by one from the list above:
SMILES	OXTR agonist	GPR7 antag	OXTR potentiate	NALP1 yeast inh	M18AAP inhibitor	V1aR counter	MEKK2 mut-MEK5	GalR3 antag	MEKK2wt PB1 HTS
COc1ccc(Cc2nc3ccc(C(=O)N4CCCC4)cc3o2)cc1OC	3.3	12	-5	17	4	6.5	1	-8	105
O=c1/c(=C\c2cccc(O)c2)sc2nc(-c3ccccc3)c(-c3ccccc3)n12	-0.3	-8	-4	x	-1	-1.1	-22	1	75
COc1cc(OC)cc(C(=O)NC(=S)Nc2ccc3oc(=O)ccc3c2)c1	-0.6	-13	2	7	5	-0.1	3	2	102
CCOc1ccc(/C=C2\SC(=S)N(CCC(=O)Nc3ccccc3C(=O)O)C2=O)cc1	-1.8	-9	-10	3	-2	0.9	9	-10	105
